Compound activity (PubChem BioAssay)
HSP90 refold inh: HSP90 refolding inhibition in rabbit reticulocyte lysate; luciferase refolding luminescence, 3 h; inhibition, % at 5.6 µM; AID 1789; actives 0.91% (n = 290,000);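 active means inhibition above the screen-wide mean plus 3 SD, computed separately per campaign, cut at about 16% in these data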;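 further: 0% = DMSO wells and 100% = 60 µM geldanamycin wells; inhibitors lower the luminescence because luciferase stays unfolded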
SKKanGAS inh: blocks kanamycin growth of S. pyogenes SKKanGAS strain; BacTiter-Glo, 6 h; inhibition, % at 7.5 µM; actives 1.3% (n = 300,000); AID 1662;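 active means mean replicate score, as percent of positive control median, at least 50; inconclusive means mean below 50 but one replicate at or above 50; inactive means mean and every replicate below 50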;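 further: strain carries kanamycin resistance gene driven by streptokinase promoter and grows in 40 µg/ml kanamycin; loss of luminescence reflects streptokinase promoter inhibition or plain growth inhibition; 0% = median of DMSO wells and 100% = positive control at its reference dose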
IEC-6 tox: kills IEC-6 intestinal cells in KLF5 counter-screen; actives 0.78% (n = 290,000); IEC-6 cytotoxicity, luminescence viability; inhibition, % at 5 µM; in the data active means inhibition above about 22%;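 further: 0% = plate median of test compound wells and 100% = cytotoxic reference compound wells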
Platelet DG rel: modulates dense granule release in human platelets; human platelet-rich plasma, SFLLRN dense granule ATP release, luminescence; actives 0.22% (n = 300,000); inhibition, %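 (compounds screened at 7.5 µM in platelet-rich plasma)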;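 active means mean replicate score, as percent of positive control, at or above 50; inconclusive means mean below 50 but at least one replicate at or above 50; inactive means mean and every replicate below 50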
HSF1 inh: HSF1 inhibition; NIH3T3-HGL HSE-luciferase, MG132-induced, luminescence 8 h; active compounds read low; activity change, negative = inhibition, % at 7.5 µM (by protocol); actives 0.77% (n = 300,000); AID 2098;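 active means more than half of replicate wells show activity change below -50%, luminescence cut by over half; inconclusive means some wells, but at most half, below -50%; inactive means no replicate well below -50%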;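 further: luciferase reports HSF-1 transcriptional activity via heat shock element; 0% = median of DMSO wells and -100% = zero luminescence signal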
aSyn UTR inh: 5' untranslated region of α-synuclein, MLPCN primary screen; AID 1813; alpha-synuclein 5'UTR reporter, inhibitor activity; inhibition, % (tested at 7.5 µM); actives 0.82% (n = 300,000); in the data active means inhibition above about 60%; inconclusive means no clear call, values can overlap the other calls;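 further: H4 neuroglioblastoma cells stably carrying SNCA 5'UTR luciferase fusion; 0% = DMSO wells and 100% = positive control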
HIF activator: HIF pathway transcriptional activation; AID 1910; U2OS HRE-luciferase reporter, luminescence; normalized: DMSO 0%, desferrioxamine 100%; actives 0.32% (n = 300,000); activation, % at 7.5 µM (by protocol);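 active means mean activation of at least 10% of the iron chelator positive control signal, with at least half of replicates also reaching 10%; inconclusive means mean and replicate majority disagree about reaching 10%; inactive means mean and most replicates under 10%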
KLF5 inh: suppresses KLF5 promoter-driven expression. inhibition, % at 5 µM. AID 1700. actives 0.23% (n = 290,000). DLD-1 KLF5 promoter-luciferase reporter, luminescence;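 active means inhibition above a per-plate limit of that plate's mean compound inhibition plus 3 SD, cut at about 60% in these data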;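 further: 0% = DMSO wells and 100% = LY294002 at 200 µM; higher means less KLF5 promoter-driven luciferase light; inactives centre near -14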
AI-2 QS mod: modulates the Vibrio harveyi AI-2 quorum sensing system; Vibrio harveyi JMH597 AI-2 luminescence/OD600 ratio, 9 h; active compounds read low; strain lacks LuxN and CqsS sensors; 0 = neutral-control median; activity change, % at 7.5 µM; actives 0.4% (n = 300,000); AID 2094; in the data active means activity change below about -75%, passing the limit was not always enough; inconclusive means no clear call, values can overlap the other calls;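 further: luminescence divided by OD600 gain over 9 h not by final OD600 alone; inactives centre near 13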
HSF-1 act: increases HSF-1 driven luciferase reporter signal; actives 1.7% (n = 300,000); activation, % at 9 µM; NIH3T3-HGL HSF-1 luciferase reporter, MG132, 8 h; 100% = twice DMSO control signal; AID 504408;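 active means mean replicate activation of at least 50% with a set share of replicates each reaching 50%; inconclusive means only one of those two conditions met; inactive means mean below 50% and too few replicates reaching it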;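 further: 0% = median of the neutral control wells and 100% = twice that signal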
* marks the source's active call; other numbers are inactive results; ? = inconclusive; nt = not tested or not shown. The order is random, and some 6% of all compounds hit somewhere here.

SMILES	HSP90 refold inh	SKKanGAS inh	IEC-6 tox	Platelet DG rel	HSF1 inh	aSyn UTR inh	HIF activator	KLF5 inh	AI-2 QS mod	HSF-1 act
COc1cc(CNc2nc3ccccc3[nH]2)cc(OC)c1OC	2	8	2	-3	-1	12	-0.5	-9	4	-1
CC(C)(C)c1ccc(OCC(O)CN2CCN(c3ccccn3)CC2)cc1 (stereo not given)	40*	2	0	5	-7	-19	3.7	22	-4	1
COc1cc(C(=O)Nc2nnc(C)s2)c([N+](=O)[O-])cc1OC	-1	1	-6	10	-6	13	-0.3	-4	43	3
COCCNC(=O)C1CCCN(S(=O)(=O)c2ccc3c(c2)CC(C)N3C(=O)C2CC2)C1 (stereo not given)	-3	0	-4	25	0	16	-0.1	-10	6	6
CCN(CC)CCOCCOc1ccc(Cl)c2ccccc12	7	-6	6	2	-9	3	0.0	-39	-11	-3
COCCCNC(=O)/C(C#N)=C/c1c(N2CCN(C)CC2)nc2ccccn2c1=O	1	-3	4	0	7	3	1.3	-27	5	39
O=C(O)CN1C(=O)/C(=C/c2cccc(Cl)c2)Oc2ccccc21	3	-9	3	-7	-1	4	-0.2	-16	-14	8
CC1(C)Cc2c(C#N)c(NC3CCCCC3)nc(-c3ccco3)c2CO1	-6	9	-3	-33	34	-7	0.2	-4	27	?
Cc1onc(-c2ccccc2)c1C(=O)NCC1COc2ccccc2O1 (stereo not given)	1	-7	6	3	1	23	-0.4	-10	30	-6
O=C(NCCN1C(=O)C2C3C=CC(C3)C2C1=O)N1CCOCC1 (stereo not given)	3	-2	-6	2	0	14	0.0	-33	12	-2
COc1ccccc1C(=O)NCC(=O)NC(C)CCc1ccccc1 (stereo not given)	-1	-6	0	13	-4	21	-0.4	-18	17	-9
CCN(CC)c1nc2ccccc2n2cnnc12	1	3	2	-1	-9	1	0.4	-21	1	-11
O=C(NC(=S)NC1CCSC1=O)c1ccccc1 (stereo not given)	-1	nt	5	-1	3	15	0.1	-34	24	16
CNC(=O)c1ccc2nc(NC(C)=O)sc2c1	-2	5	0	1	7	-41	1.0	0	33	19
CCS(=O)(=O)N1CCN(S(=O)(=O)c2ccc(S(=O)(=O)NC3CC3)cc2)CC1	-7	0	-5	5	2	-14	0.7	-16	25	3
CCN(CC)S(=O)(=O)c1ccc(C(=O)NCC(c2cccs2)N2CCOCC2)cc1 (stereo not given)	3	4	3	8	-5	4	0.0	-28	0	-13
Cc1ccccc1-c1nc(CS(=O)(=O)CC(=O)NC2CCCCC2C)c(C)o1 (stereo not given)	0	-6	-4	-1	1	-23	-0.2	-18	6	-7
Cc1ccc(-c2nn(-c3ccccc3)cc2CO)cc1	4	-6	3	-6	1	-104	2.4	-55	11	17
Cc1cccc(OCC(=O)NC(=S)Nc2ccc(S(=O)(=O)NC3CCCCC3)cc2)c1	0	26	3	12	0	-27	-0.3	-24	28	-7
CCc1ccccc1N(CC(=O)NCCSCc1ccco1)S(C)(=O)=O	-4	-2	-8	11	-4	-21	-0.2	25	1	7
Cn1c(=O)c2ccccc2n(CC(=O)NCCC2=CCCCC2)c1=O	-6	1	1	4	-8	-9	0.1	-53	15	10
Cc1nn(C)cc1S(=O)(=O)N1CCCCC1C (stereo not given)	-5	5	-2	-7	1	11	-0.1	-11	12	-4
CCOc1ccc(S(=O)(=O)N2CCOCC2)cc1NS(=O)(=O)c1ccc(OC)c([N+](=O)[O-])c1	nt	0	nt	24	-1	-10	-0.3	nt	25	-5
O=C(COc1ccccc1[N+](=O)[O-])OCCCOC(=O)COc1ccccc1[N+](=O)[O-]	5	-11	-4	-8	-4	-19	-0.2	-15	24	-18
CN(C)S(=O)(=O)c1cccc(C(=O)NCCNC(=O)c2cccc(S(=O)(=O)N(C)C)c2)c1	4	-2	3	7	-4	16	0.5	-17	3	-5

Next section:
SMILES	HSP90 refold inh	SKKanGAS inh	IEC-6 tox	Platelet DG rel	HSF1 inh	aSyn UTR inh	HIF activator	KLF5 inh	AI-2 QS mod	HSF-1 act
O=C(CSc1cccc2cccnc12)Nc1cccc(S(=O)(=O)N2CCOCC2)c1	1	1	1	4	-5	2	0.1	2	4	-5
Nc1ccc(C(=O)OCc2nc3cc4ccccc4cc3[nH]2)cc1	2	-2	-1	-1	-4	16	-0.3	34	29	12
CCOC(=O)c1[nH]c(CO)c(C(=O)OCC)c1C	0	-5	-1	5	3	8	1.0	5	15	-1
CCOc1ccc(OCC)c(S(=O)(=O)n2cc(C)nc2CC)c1	-6	2	0	-2	2	31	0.0	-17	8	-5
CCOC(=O)c1c(CN(C)C)n(C)c2ccc(OC(C)=O)cc12	-1	0	-4	-9	?	6	-0.2	-14	11	-63
O=C(CSc1nc2ncc(Br)cc2[nH]1)Nc1ccccc1-c1ccccc1	0	3	5	-7	-1	14	nt	-14	20	7
CC1(C)CC(=O)C(C(c2cccnc2)C2C(=O)CC(C)(C)CC2=O)C(=O)C1	-3	1	-4	-1	-90*	nt	-0.7	-25	15	-92
CN1CCN(S(=O)(=O)c2ccc(Oc3cccc(C(F)(F)F)c3)nc2)CC1	nt	9	nt	-1	0	-2	0.5	nt	-9	-7
S=C(NCc1ccc(Cl)cc1)NN1CCOCC1	-4	3	-2	1	-5	-18	-0.5	-20	21	22
COc1ccc(NC2(c3ccccc3)OC(=O)c3ccccc32)cc1 (stereo not given)	-3	2	-1	2	2	-30	-0.2	-12	26	1
Cc1ccc(NC(=O)NC2CCCc3ccccc32)cc1 (stereo not given)	-1	3	0	-1	4	-6	0.3	-14	21	1
CN(CC(=O)Nc1ccc(Cl)c(Cl)c1)Cc1nnc(-c2ccc(F)cc2)o1	-2	-7	5	1	1	-16	0.1	-25	6	-13
O=C(Nc1nc2ccc(C(=O)N3CCCCC3)cc2s1)C1CCCCC1	10	-5	2	11	-19	9	0.4	10	20	-16
Cc1cc(C)c(NC(=O)Cn2c(=O)n(-c3ccc(CC(=O)NCC4CCCO4)cc3)c(=O)c3ccccc32)c(C)c1 (stereo not given)	1	2	4	2	0	6	-0.1	-29	12	7
CCn1c(SCC(=O)NCCc2ccc(OC)c(OC)c2)nc2c1c(=O)n(C)c(=O)n2C	-1	2	0	4	-2	-11	-0.2	-16	23	8
COc1ccc(-c2noc(CN(C(=O)C(C)(C)C)C(C)C)n2)cc1	6	2	-4	-4	8	-37	1.5	-38	17	-11
Cc1ccc(NCC(=O)Nc2ccc(Br)cc2)cc1C	4	3	1	3	9	-126	0.3	-81	8	25
O=C(N/N=C/c1ccco1)c1ccc(OCc2ccccc2)cc1	1	-6	0	-1	3	-23	-0.5	-7	21	13
COc1cc(CCCN2C(=O)C(=O)NC[C@@H]2Cc2ccc(O)cc2)cc(OC)c1OC	nt	-1	nt	0	-1	17	-0.3	nt	25	-21
Cc1ccc2c(Cl)c(C(=O)NCCCn3ccnc3)sc2c1	-4	4	-3	9	2	-2	0.5	-1	13	10
CN(C)S(=O)(=O)c1cccc(NC(=O)COC(=O)CNC(=O)c2cccc([N+](=O)[O-])c2)c1	-2	4	-6	2	-19	7	0.1	-3	21	-40
C=C(C)COc1ccc(-c2n[nH]c(C)c2-c2ccc(OC)c(OC)c2)c(O)c1	5	21	75*	1	-2	49	0.1	63*	17	-6
CCOc1ccc(N=Cc2c(C)[nH]n(-c3nc4ccccc4[nH]3)c2=O)cc1	3	42	30*	-1	-31	39	-0.5	-23	35	-40
OC(CN1CCC(Cc2ccccc2)CC1)C(F)(F)F (stereo not given)	-4	0	0	-7	-1	10	-15	-53	24	0
O=S(=O)(c1ccc(-c2csc(-c3cccnc3)n2)cc1)N1CCOCC1	2	-9	-1	8	8	8	-0.5	-28	15	9

Going on with the list:
SMILES	HSP90 refold inh	SKKanGAS inh	IEC-6 tox	Platelet DG rel	HSF1 inh	aSyn UTR inh	HIF activator	KLF5 inh	AI-2 QS mod	HSF-1 act
CCN(CC(=O)NCc1ccc(Cl)cc1)S(=O)(=O)c1ccc(F)cc1	5	10	4	-11	-3	15	1.3	-1	9	0
COc1cccc(CN2C(=O)C3CCCN3c3ccc(S(=O)(=O)N4CCOCC4)cc32)c1 (stereo not given)	4	7	-4	8	1	29	-0.4	-5	1	-1
COC(=O)c1ccc(C(=O)OC)c(NC(=S)N2CCN(C)CC2)c1	-1	1	-6	14	8	12	-0.2	3	7	-2
O=C(NCc1ccccn1)c1ccc(Cl)c(S(=O)(=O)N2CCCCCC2)c1	1	11	10	20	6	10	0.8	-9	7	0
Cc1ccc(S(=O)(=O)n2cnc3ccccc32)cc1[N+](=O)[O-]	-2	-2	4	-2	23	-27	-21	-8	10	?
CCOC(=O)c1c(NC(=O)COc2ccccc2C#N)sc2c1CC(C)(C)NC2(C)C	-1	14	-5	-14	-53*	13	0.7	-26	23	-50
CN(C)c1nc(-c2ccccc2)ns1	0	11	0	11	0	-55	0.2	-44	12	17
Cc1ccc(NC(=O)NC(=O)CN2CCN(c3ccc(O)cc3)CC2)c(C)c1	-6	10	-6	-4	-66*	4	1.7	5	nt	-73
Cn1c(=O)c2c(nc(N/N=C/c3ccco3)n2C)n(C)c1=O	-4	-2	-3	-18	1	7	0.7	-20	22	7
N#CCN1CCC/C1=C\[N+](=O)[O-]	-1	-11	1	-4	-6	24	0.0	-18	0	23
COCCCNC(=O)CCc1nnc(Cc2ccc(-c3ccccc3)cc2)o1	1	4	-1	4	3	-23	-0.7	-7	12	28
O=S(=O)(Nc1nc(-c2ccccc2)cs1)c1cc(Cl)ccc1Cl	1	34	2	-3	-1	15	-1.6	-26	18	-4
Cc1ccc(C)c(NC(=S)N/N=C2/CCCCc3ccccc32)c1	0	55*	-4	1	-1	13	-0.1	-31	28	8
COc1ccc(C(C#N)N2CCCCCC2)cc1OC (stereo not given)	1	1	-1	nt	3	2	-1.0	-9	15	-3
COCCCNC(=S)Nc1ccc(C)cc1	-5	-2	-6	-2	-9	8	0.9	-32	13	-3
Cc1ccc(C)c(CN2CCC(CNC(=O)Nc3ccc(C)c(C)c3)CC2)c1	-2	2	0	-2	3	-14	-18	-9	27	19
COc1ccc(-c2noc(CSc3nnc(Cc4ccccc4)n3-c3ccc(Cl)cc3)n2)cc1	7	30	-2	11	15	-5	0.5	-13	10	13
Cc1nn(C)c(C)c1CN(C(=O)CCc1nnc(Cc2c[nH]c3ccccc23)o1)C(C)C	1	-6	3	-3	-8	14	0.2	-3	30	-6
NC(=O)CSc1nc2ccccc2n1-c1ccccc1	0	-1	-1	-5	-8	23	-0.8	-24	7	5
O=C(CC1SC2=NCCN2C1=O)Nc1ccc(Br)cc1 (stereo not given)	0	-3	-1	3	-5	7	-0.1	-23	24	-6
COc1cc(C(=O)Nc2ccccc2N2CCOCC2)ccc1OCc1c(C)noc1C	2	9	-3	-7	-1	12	1.1	-31	8	3
Cc1c(C(=O)O)c(C(=O)O)nc2ccc(N3CCOCC3)cc12	-1	0	-17	2	-6	21	0.2	-17	2	-6
O=C(NCCc1csc(-c2cccnc2)n1)c1c(F)cccc1F	2	-15	9	-3	13	10	0.1	22	8	22
